MsrA inhibitor: bovine MsrA enzyme inhibitors, primary screen, biochemical, absorbance, HTS. Methionine sulfoxide reductase A (Bos taurus). purified bovine MsrA, absorbance read-out. inhibition, % at 15.5 µM. 0.75% of 360,000 active. AID 651718, 2012; in the data active = inhibition above about 4.5%;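 note: 0% = vehicle wells with enzyme and 100% = reference inhibitor wells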
TbMetRS inhib: T. brucei MetRS inhibitors, primary screen, biochemical, luminescence; purified T. brucei MetRS, ATP depletion, Kinase-Glo luminescence; inhibition, % at 11.9 µM; 0.4% of 360,000 active;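 active = inhibition above a per-plate cutoff of the control wells' mean inhibition plus 3 SD, cut at about 5.5% in these data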;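 note: 0% = DMSO wells median and 100% = median of wells with control inhibitor compound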
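Test system – parasite MetRS enzyme · Reagent – substrates ATP, L-methionine and bulk Escherichia coli tRNA · Doses – 11.9 µM compound single dose, 0.9% DMSO · Times – 15 min enzyme-compound preincubation, 2 h reaction, 10 min detection, 25 °C · Signal – Kinase-Glo luminescence, ATP depletion format · Controls – DMSO-only wells as low control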
STEP inh: STEP phosphatase inhibitors, primary screen, biochemical, fluorescence intensity, uHTS | recombinant STEP, OMFP fluorogenic substrate | Tyrosine-protein phosphatase non-receptor type 5 (Homo sapiens), P54829 | inhibition, % at 20 µM | 0.25% of 360,000 active | AID 588621, 2011;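 active = inhibition at 20 µM, scaled per plate between control wells, above about 37%, limit read from the data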;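 note: 0% = DMSO with enzyme and substrate and 100% = substrate only without enzyme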
Target sequence (P54829 whole entry, looked up): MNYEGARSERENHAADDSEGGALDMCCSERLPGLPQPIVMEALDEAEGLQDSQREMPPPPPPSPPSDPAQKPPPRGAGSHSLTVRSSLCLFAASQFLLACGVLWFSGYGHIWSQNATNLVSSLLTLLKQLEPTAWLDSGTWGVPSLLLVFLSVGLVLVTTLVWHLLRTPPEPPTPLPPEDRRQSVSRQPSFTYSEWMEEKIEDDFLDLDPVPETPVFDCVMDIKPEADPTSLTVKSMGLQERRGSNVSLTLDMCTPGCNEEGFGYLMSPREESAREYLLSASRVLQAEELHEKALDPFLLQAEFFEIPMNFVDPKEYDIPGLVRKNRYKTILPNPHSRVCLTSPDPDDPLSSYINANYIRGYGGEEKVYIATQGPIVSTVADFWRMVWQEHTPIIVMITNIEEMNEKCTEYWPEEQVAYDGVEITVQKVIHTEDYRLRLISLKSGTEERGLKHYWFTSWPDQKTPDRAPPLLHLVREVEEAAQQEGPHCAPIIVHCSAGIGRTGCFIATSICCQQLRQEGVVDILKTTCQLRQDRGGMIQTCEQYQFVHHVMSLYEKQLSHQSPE
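material = STEP tyrosine phosphatase | reagent = fluorogenic phosphatase substrate OMFP at 25 µM final | doses = single compound dose of 20 µM, 1% DMSO final | schedule = 20 min reaction, room temperature, in the dark | measured by = fluorescence, 480/540 nm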
LMPTP block: LMPTP phosphatase inhibitors, primary screen, biochemical, fluorescence intensity, uHTS; 0.22% of 360,000 active; inhibition, % at 20 µM; recombinant LMPTP-A, OMFP fluorogenic substrate;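 active = compounds that cut the enzyme signal by at least half of the control window in the single-dose screen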;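 note: plate controls were DMSO wells with enzyme plus substrate for no effect and substrate without enzyme for full effect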
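Test system – LMPTP-A phosphatase enzyme · Quantity – 0.625 nM LMPTP-A final · Reagent – OMFP substrate, 400 µM final · Dosing – one test concentration per compound, 20 µM, with 3% DMSO overall · Timing – 50 min enzyme reaction at room temperature, protected from light · Detection – fluorescence intensity · Controls – substrate-only low control, DMSO enzyme-plus-substrate high control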
SUMO1-SIM PPI: modulators of SUMO1 protein-protein interactions, primary screen, biochemical, uHTS; 0.33% of 360,000 active; inhibition, % at 20 µM; SUMO1 binding to a labelled peptide, TR-FRET, 1 h; in the data active = inhibition above about 37%
Target sequence (P63165 whole entry, looked up): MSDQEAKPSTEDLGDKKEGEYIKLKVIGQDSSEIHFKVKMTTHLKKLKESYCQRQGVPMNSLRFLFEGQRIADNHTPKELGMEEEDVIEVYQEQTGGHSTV
MsrA act: bovine MsrA enzyme activators, primary screen, biochemical, absorbance, HTS. Methionine sulfoxide reductase A (Bos taurus). purified bovine MsrA, absorbance read-out. activation, % at 10.6 µM. 0.3% of 360,000 active. AID 602163, 2012; in the data active = activation above about 7.5%;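 note: 0% = vehicle and 100% = reference activator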
CendR NRP1 mod: modulators of CendR peptide binding to NRP-1, primary screen, biochemical, fluorescence polarization, uHTS. Neuropilin-1 (Homo sapiens), O14786. FAM-RPARPAR peptide binding to NRP-1. inhibition, % at 25 µM. 0.85% of 360,000 active;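 active = inhibition or corrected inhibition above about 18%, plus a signal ratio from 0.5 to 1.5, limit read from the data, passing the limit was not always enough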; note: strong numbers were not always called active
E coli Lon inh: inhibitors of E. coli Lon protease, primary screen, biochemical, fluorescence polarization | purified E. coli Lon protease | P0A9M0 | 0.42% of 360,000 active | AID 602123, 2011 | inhibition, % at 7.94 µM; in the data active = inhibition above about 13%, passing the limit was not always enough;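 note: 0% = enzyme with probe and DMSO and 100% = no enzyme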
DNMT1 block: human DNMT1 methyltransferase inhibitors, primary screen, biochemical, molecular beacon, fluorescence, HinP1I cleavage, uHTS. 0.83% of 360,000 active. inhibition (reported as % activation of signal), % at 10 µM; in the data active = inhibition above about 50%
Scp1 inh: Scp-1 phosphatase inhibitors, primary screen, biochemical, colorimetric, uHTS; Recombinant Scp1, phosphopeptide, malachite green phosphate absorbance; inhibition, % at 20 µM; 0.88% of 340,000 active; AID 493091, 2011;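 active = inhibition above about 50% at 20 µM, limit read from the data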;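 note: plate controls were DMSO wells with enzyme for no effect and wells lacking enzyme for full effect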
Target sequence (Q9GZU7 76-261 limits assumed): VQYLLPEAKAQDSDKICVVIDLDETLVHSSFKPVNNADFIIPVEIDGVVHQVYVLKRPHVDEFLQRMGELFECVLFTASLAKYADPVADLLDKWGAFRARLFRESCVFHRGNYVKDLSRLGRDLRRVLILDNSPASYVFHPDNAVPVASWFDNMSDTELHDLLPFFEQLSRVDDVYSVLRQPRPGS
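Times: enzyme reaction 45 min at room temperature, colour 5 min, stabilisation 30 min. Material: SCP-1 catalytic fragment, aa 76-261. Medium: Acidic Tris acetate buffer with magnesium and detergent. Signal: colorimetric free-phosphate detection, absorbance 630 nm. Read-out basis: % inhibition of SCP-1 phosphate liberation. Reagent: Phosphorylated 17-residue peptide substrate.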
* hit, by the source's call; / = not tested or not shown.

structure,MsrA inhibitor,TbMetRS inhib,STEP inh,LMPTP block,SUMO1-SIM PPI,MsrA act,CendR NRP1 mod,E coli Lon inh,DNMT1 block,Scp1 inh
C[C@@H]1CN([C@H](C)CO)C(=O)CCCn2nncc2CO[C@H]1CN(C)Cc1ccc2c(c1)OCCO2,1.0,-1.2,-2,-1.9,3,-5,-8,2,3,/
Cc1nc2ccccc2c(=O)n1/N=C/c1ccco1,1.3,-0.9,4,-0.3,-7,-8,13,-4,-2,0
CCOC(=O)C1(CCCc2ccccc2)CCN(C(=O)COC)CC1,0.7,-0.3,-1,2.0,1,0,-4,1,1,-1
COc1ccc(OCC(=O)OCC(=O)NCc2ccc(F)cc2)cc1,0.8,0.0,-1,-1.0,-5,-2,2,28,0,1
Cc1nn(Cc2ccc(Cl)cc2)c(C)c1NC(=O)c1ccc([N+](=O)[O-])cc1,0.1,-0.6,-1,-1.2,-19,-2,3,-14,3,-5
CCCS(=O)(=O)NC(=O)C1(C)CCCN(C(=O)c2ccc(SC(F)(F)F)cc2)C1 (stereo not drawn),-2.0,-0.2,-2,-2.7,2,-4,0,-16,2,/
Cc1cc(C(=O)COC(=O)C2CC2)c(C)n1-c1ccc(F)cc1,-1.9,-0.1,0,-0.4,0,-1,4,5,0,-5
CCOC(=O)c1c(NC(=O)Cn2nc(C(=O)O)c3ccccc3c2=O)sc(C)c1C,1.0,-0.3,14,-0.3,-2,-5,-20,-4,-1,22
Cc1ccccc1NC(=S)Nc1ccc2cn[nH]c2c1,1.5,-0.5,-2,-0.8,-1,-4,-3,3,-3,-7
COc1ccc(-n2c(SCC(=O)N3CCCCC3)nc3ccccc3c2=O)cc1,-0.3,-0.8,0,0.7,-1,-7,-6,9,2,-15
O=C(NCCc1c[nH]c2ccccc12)c1cc2sccc2n1Cc1ccccc1,1.1,-0.7,-1,5.2,-5,-2,-6,-5,-14,-7
Cc1ccc(C(=O)OCn2ncc(Cl)c(Cl)c2=O)cc1,-0.2,-0.8,4,0.4,-19,-11,-2,9,16,-13
CC1CCCCC1NC(=O)/C(C#N)=C/c1ccccc1F (stereo not drawn),0.7,0.0,1,-0.5,1,-1,-8,-1,2,-7
COC(=O)C(C)(C)ONC(=O)Nc1ccccc1[N+](=O)[O-],0.8,-0.4,2,-0.5,-13,-2,7,-2,1,-6
COc1ccc(C2CC(=O)C3=C(C2)Nc2ccccc2N(C(=O)CCC(=O)O)C3c2ccc(F)cc2)cc1 (stereo not drawn),5.0*,1.7,2,-0.5,-3,-2,12,11,2,9
O=C(CCl)NCc1cc(-c2ccc(Cl)cc2)no1,-0.5,-0.6,-1,-0.2,-3,-1,1,8,1,-8
CC(C)C(NC(=O)c1ccc(C(C)(C)C)cc1)C(=O)N1CCCC1 (stereo not drawn),1.0,-1.1,-2,0.4,3,-5,1,3,1,-7
O=C(Nc1cccnc1Cl)c1cc2c(s1)-c1ccccc1OC2,0.2,0.3,-3,-0.2,-7,-3,17,13,12,-6
OC(c1cccnc1)c1cccs1 (stereo not drawn),1.9,-1.5,-9,-2.3,-3,7,-7,1,1,-4
Cc1ccc(C(=O)C[n+]2ccc3ccccc3c2)cc1,1.9,0.7,0,-0.7,-9,0,-7,3,-7,-7
CCOC(=O)/C(C#N)=C1/SC(CC)C(=O)N1c1ccc(C)cc1 (stereo not drawn),1.4,-0.5,-3,-1.5,0,-3,9,-9,-3,27
CCc1cc(=O)oc2cc(C)cc(OCC(=O)NC3CC3)c12,-0.4,0.3,-2,-1.8,1,-9,1,0,3,-4
CCOc1ccc(NC(=O)NC2CCS(=O)(=O)C2)cc1 (stereo not drawn),-1.5,-0.6,6,-0.7,8,1,9,-4,5,-9
COC(=O)c1[nH]c(C)c(/C(O)=C2\C(=O)C(=O)N(CCN(C)C)C2c2ccco2)c1C (stereo not drawn),/,-0.1,0,-1.0,-2,-1,-2,-10,0,-8
S=c1[nH]nc(Cn2nnc3ccccc32)n1-c1ccccc1,0.5,-0.1,0,-0.9,-1,4,-5,-2,0,-4

3 compounds already listed, sorted by molecular weight, rising:
structure,MsrA inhibitor,TbMetRS inhib,STEP inh,LMPTP block,SUMO1-SIM PPI,MsrA act,CendR NRP1 mod,E coli Lon inh,DNMT1 block,Scp1 inh
O=C(NCCc1c[nH]c2ccccc12)c1cc2sccc2n1Cc1ccccc1,1.1,-0.7,-1,5.2,-5,-2,-6,-5,-14,-7
COC(=O)c1[nH]c(C)c(/C(O)=C2\C(=O)C(=O)N(CCN(C)C)C2c2ccco2)c1C (stereo not drawn),/,-0.1,0,-1.0,-2,-1,-2,-10,0,-8
CCOC(=O)c1c(NC(=O)Cn2nc(C(=O)O)c3ccccc3c2=O)sc(C)c1C,1.0,-0.3,14,-0.3,-2,-5,-20,-4,-1,22

Continuation.
structure,MsrA inhibitor,TbMetRS inhib,STEP inh,LMPTP block,SUMO1-SIM PPI,MsrA act,CendR NRP1 mod,E coli Lon inh,DNMT1 block,Scp1 inh
C/C(=N\OCC(=O)N/N=C/c1ccc(C)cc1O)c1cccs1,-0.1,-1.2,1,1.2,-7,-10,-9,-1,-7,-2
Cc1ccc(N2CCN(C(=O)C3CCCN(c4ncnc5c4nc4n5CCCCC4)C3)CC2)c(C)c1 (stereo not drawn),-0.3,-0.5,3,2.3,4,-6,1,-4,-6,5
COc1cc(NC(=O)CCc2nnc3ccc(NCc4ccco4)nn23)cc(OC)c1,0.0,-0.4,1,0.5,2,-6,8,-4,-6,-2
CCSc1oc(-c2ccco2)nc1S(=O)(=O)c1ccc(C)cc1,0.5,-0.1,5,2.1,-1,-2,-7,-27,-1,1
CSc1nncn1/N=C/c1ccc([N+](=O)[O-])cc1,0.8,0.3,0,-1.5,-26,-2,5,-2,-2,1
S=c1[nH]c(-c2ccccc2)cn1/N=C/c1cccnc1,3.0,1.2,0,-1.8,-30,1,5,-5,-2,-2
COc1cccc(CC(=O)Nc2ccc(S(=O)(=O)Nc3nc(C)cc(C)n3)cc2)c1,-0.7,-0.1,-2,0.1,3,-2,-6,3,-1,-3
CN(C)c1nc2ncn(Cc3ccccc3)c2c(=O)[nH]1,-0.4,0.8,-3,-0.6,-1,-4,6,-7,2,-9
CCCCN(CCCC)C(=S)NC(=O)c1ccccc1Cl,0.1,0.8,1,-1.1,-1,0,8,-18,-1,-17
O=C(COC(=O)C1CCN(S(=O)(=O)c2cccc3cccnc23)CC1)c1ccc([N+](=O)[O-])cc1,-0.1,-0.5,0,2.5,-25,-3,3,0,-10,3
Cc1ccc(C(C)C)c(OCC(=O)Nn2c(C)nc3ccccc3c2=O)c1,0.0,-0.9,-2,0.6,5,-4,-3,-5,0,-16
O=C(CN1C(=O)NC2(CCCCC2)C1=O)Nc1cccc(S(=O)(=O)N2CCOCC2)c1,0.5,-0.4,0,0.8,0,-2,-2,2,1,3
Cc1ccc(C(=O)Nc2ncc(Cc3ccccc3)s2)o1,1.8,0.0,3,2.5,1,-3,-11,-4,-2,-7
O=C(NCCN1CCC(n2c(=O)[nH]c3ccccc32)CC1)c1ccc(C(F)(F)F)cc1C(F)(F)F,-0.2,-1.1,/,3.5,-1,-3,15,-6,/,/
COc1cc(CC(=O)Nc2cccc(SC)c2)cc(OC)c1OC,1.4,0.7,-2,0.9,1,0,0,0,-3,-4
CC(=O)c1ccc(S(=O)(=O)N2CCN(c3nc4c(C)c(C)ccc4cc3C#N)CC2)cc1,0.8,-0.4,15,-0.1,-168,-2,-17,-1,8,-10
COc1ccc(CCNC(=O)c2ccc3c(c2)N(Cc2ccc(C)cc2)CCS3)cc1OC,/,0.5,4,10,-35,-2,8,-6,-6,-11
Cc1ccc(NC(=O)COC(=O)C2CCC(=O)N2)c([N+](=O)[O-])c1 (stereo not drawn),0.5,0.4,-1,0.2,-21,-3,-8,-5,0,-12
COc1ccc(S(=O)(=O)NC2CCCC2)c(OC)c1,-0.5,-0.1,0,-1.9,1,-8,0,-4,1,7
CC(C)N1CCc2c(sc(NC(=O)c3ccc(S(=O)(=O)N4CCCCC4C)cc3)c2C(N)=O)C1 (stereo not drawn),-0.1,-0.1,1,1.4,-9,-1,-24,-43,-4,-6
COc1ccc(S(=O)(=O)Nc2c(C(=O)O)[nH]c3ccccc23)cc1,-1.1,-0.1,0,-0.4,0,-3,5,0,-1,-10
Cc1nc(SC(C)C(=O)Nc2c(C)n(C)n(-c3ccccc3)c2=O)nc(C)c1C (stereo not drawn),0.2,-0.4,-2,-2.4,4,-1,7,-6,2,-2

Given with values ahead of the structure: entries from further up.
MsrA inhibitor	TbMetRS inhib	STEP inh	LMPTP block	SUMO1-SIM PPI	MsrA act	CendR NRP1 mod	E coli Lon inh	DNMT1 block	Scp1 inh	canonical_smiles
-1.5	-0.6	6	-0.7	8	1	9	-4	5	-9	CCOc1ccc(NC(=O)NC2CCS(=O)(=O)C2)cc1 (stereo not drawn)
/	-0.1	0	-1.0	-2	-1	-2	-10	0	-8	COC(=O)c1[nH]c(C)c(/C(O)=C2\C(=O)C(=O)N(CCN(C)C)C2c2ccco2)c1C (stereo not drawn)
0.5	-0.1	0	-0.9	-1	4	-5	-2	0	-4	S=c1[nH]nc(Cn2nnc3ccccc32)n1-c1ccccc1

Screening results: PubChem, several laboratories
